# APP 5'UTR act – activates APP 5'UTR luciferase reporter; SH-SY5Y APP 5'UTR luciferase reporter, luminescence; zero percent = DMSO vehicle wells; 190,000 tested, 1% active; activation, % at 2 µM;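 active means activation above a set limit, based on mean plus 3 SD of controls, cut at about 140% in these data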; further: values of inactives mirror those of a sister screen read the other way
# NF-kB expr up – NF-kB expression increase, human neuronal cells; NF-kB reporter expression; active compounds read high; fold change at 12.5 µM; 190,000 tested, 1.6% active; in the data active means fold change above about 3.3
# TLR4 MyD88 comp – TLR4-MyD88 interaction inhibition in cells; O00206+Q99836; HeLa CL3-4 TLR4/MyD88 BLA complementation, FRET ratio; inhibition, % at 8.4 µM; 200,000 tested, 0.18% active; AID 861; in the data active means inhibition above about 25%;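 further: 0% = vehicle and 100% = reference inhibitor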
# APP transl inh – APP translation inhibition; 190,000 tested, 0.82% active; inhibition, % at 2 µM; SH-SY5Y APP 5'UTR-luciferase reporter, luminescence;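 active means inhibition above a set limit, derived from the sample mean plus 3 SD, cut at about 45% in these data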; further: values of inactives mirror those of a sister screen read the other way
# Diaph act CS – activates diaphorase or chemically reduces, flagging diaphorase assay artifacts; Diaphorase/resazurin coupled assay, resorufin fluorescence, 16 min; active compounds read high; 1 = vehicle wells, 0 = NADH-free wells; activation factor at 20 µM; AID 1229; 190,000 tested, 0.005% active;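 active means diaphorase activity raised at least twofold by the compound at 20 µM; inactive means activation factor below 2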
#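 Assay system: Purified diaphorase enzyme from Clostridium kluyveri | Amount: Enzyme 0.07 U/mL final | Dosing: Compound 20 µM once, DMSO 1% | Timing: 16 min reaction at room temperature | Detection: Fluorescence, excitation 544 nm and emission 590 nm | Evaluation: Higher resorufin formation from activation or reduction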
# FLuc inhib CS – Photinus pyralis luciferase inhibition counter-screen; P08659; ATPLite firefly luciferase biochemical luminescence, 10 min; inhibition, % at 10 µM; 200,000 tested, 1.5% active; AID 1006;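 active means inhibition above about 50% when tested at 10 µM, limit read from the data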
# Target sequence (P08659 whole entry, looked up): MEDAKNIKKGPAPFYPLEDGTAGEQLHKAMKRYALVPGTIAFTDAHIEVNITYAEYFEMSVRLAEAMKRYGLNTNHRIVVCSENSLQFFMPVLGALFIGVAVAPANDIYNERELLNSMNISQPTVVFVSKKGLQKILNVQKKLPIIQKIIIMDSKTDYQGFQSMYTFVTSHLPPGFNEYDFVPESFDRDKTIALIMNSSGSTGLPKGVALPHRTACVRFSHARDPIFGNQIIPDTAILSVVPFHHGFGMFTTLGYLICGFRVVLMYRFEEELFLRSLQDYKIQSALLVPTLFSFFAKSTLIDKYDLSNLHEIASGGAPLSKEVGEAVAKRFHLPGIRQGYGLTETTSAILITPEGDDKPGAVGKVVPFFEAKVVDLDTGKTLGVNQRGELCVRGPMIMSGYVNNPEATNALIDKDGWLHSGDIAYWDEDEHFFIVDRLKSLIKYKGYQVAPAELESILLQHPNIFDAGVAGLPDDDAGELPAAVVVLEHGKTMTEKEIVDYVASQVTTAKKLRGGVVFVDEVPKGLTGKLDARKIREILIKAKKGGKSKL
# STAT1 activator – STAT1 signaling activation. NIH 3T3 STAT1-luciferase reporter, IFN-gamma, luminescence; 100% = IFN-gamma alone, no compound. activation (% of control), % at 5.5 µM. 200,000 tested, 2.6% active. AID 932;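 active means activation above the screen-wide mean activation plus 3 SD, cut at about 130% in these data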;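 further: raw ratio to IFN-gamma control signal so 100% means no change and 0% no light; values of inactives mirror those of a sister screen read the other way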
# FLuc act counter – affects firefly luciferase, flagging false hits in luciferase stimulation screens; P08659; ATPlite luciferase biochemical, luminescence, 10 min; 0 = ATP-free wells, 1 = DMSO control; activation factor at 10 µM; 200,000 tested, under 10 active; AID 1027;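 active means luciferase activation factor, scaled between plate controls, of at least 2 with compound at 10 µM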
#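 assay system = Luciferase/luciferin detection reagent, cell-free biochemical luciferase assay | also added = ATP substrate | times = 10 min post-reagent at room temperature | measured by = luminescence from luciferase reaction | measure = luciferase activation, seen as luminescence increase over controls | benchmarks = low control with PBS replacing ATP, high control enzyme plus ATP without compound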
# Diaph inh CS – counter-screen for diaphorase-based assays: diaphorase inhibitors and chemical oxidizers; diaphorase resazurin-to-resorufin fluorescence, NADH, 16 min; bacterial (C. kluyveri) enzyme, not human; inhibition, % at 20 µM; 190,000 tested, 0.69% active; AID 1217;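 active means primary screen inhibition at 20 µM above a set limit, cut at about 50% in these data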;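 further: plate controls were DMSO with full reaction for no effect and wells lacking NADH for full effect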
#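 Test system: Clostridium kluyveri diaphorase enzyme / Quantity: diaphorase at 0.14 U/mL in enzyme working solution / Incubation: 16-min room-temperature incubation before reading / Benchmarks: NADH-free wells as positive control, DMSO-only neutral wells / Signal: resorufin fluorescence 544/590 nm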
# G6PDH CS – inhibits Leuconostoc G6PDH, flagging false hits in G6PDH-based assays; 200,000 tested, 0.12% active; Purified L. mesenteroides G6PDH, diaphorase/resazurin coupled fluorescence, 45 min; inhibition, % at 5 µM; AID 1020; in the data active means inhibition above about 50%
# An asterisk follows results filed as active; / = no result given.
SMILES,APP 5'UTR act,NF-kB expr up,TLR4 MyD88 comp,APP transl inh,Diaph act CS,FLuc inhib CS,STAT1 activator,FLuc act counter,Diaph inh CS,G6PDH CS
O=C(Nc1ccc2c(c1)CCC2)c1c(F)cccc1Cl,100,4.2*,-2,-100,0.9,5,175*,1,5,-2
CC(=O)Oc1cccc(N2C(=O)c3ccc(C(=O)O)cc3C2=O)c1,0,1,-4,0,0.9,-5,105,1,11,10
O=C(Nc1ccccc1)c1sc(N2CCOCC2)nc1-c1ccccc1,-8,1.1,-5,8,0.9,0,99,1,12,-7
CCCCn1c(SCC(=O)NCC2CCCO2)nc2ccc(N3CCOCC3)cc2c1=O (centres undefined),-18,1.3,-12,18,0.8,2,90,1,24,-29
CCOC(=O)c1ccccc1NCN1C(=O)CSC1=O,-17,1.2,-7,17,1,-5,104,1,5,1
Cc1occc1C(=O)Nc1sc2c(c1C(N)=O)CCCCC2,45,2.5,7,-45,0.8,32,106,0.7,18,0
COc1ccc(C2CCCN2C(=O)Nc2ccc(C)c(C)c2)cc1OC (centres undefined),15,1.2,-5,-15,0.8,-6,100,1.1,17,-6
COC(=O)C(CC(=O)c1ccc(Br)cc1)n1ccnc1 (centres undefined),-22,1.3,6,22,1,-1,94,1,3,-6
Cc1ccc(-c2nnc(SCC(=O)CC(=O)Nc3ccccc3)n2C)cc1,4,1.3,6,-4,0.9,-1,102,1,14,-3
Cc1ccccc1/C=C/c1cc[n+](C)cc1,-10,1.8,-5,10,1,-1,95,1,4,9
Cc1ccc(C)c(N(C(=O)Cn2nnc(-c3cccs3)n2)C(C(=O)NC2CC2)c2ccc(C)o2)c1 (centres undefined),-1,1.1,-5,1,0.9,-8,105,1.1,9,0
COc1cc(OC)c(-c2nc3c[n+](CC(=O)c4ccccc4)ccc3n2C)cc1OC,3,1.3,7,-3,1.1,1,108,1,-5,-7
COc1ccc(-c2nc3ccccc3o2)cc1NC(=O)CSc1ccc(Cl)cc1,21,1.2,-5,-20,0.8,0,92,1,15,-18
COc1cc(/C=C(\C#N)C(=O)N2CCOCC2)ccc1OCc1ccccc1,37,1.1,-11,-37,0.9,-3,110,1,14,1
COc1cc(NC(=O)c2ccc([N+](=O)[O-])o2)ccc1NC(=O)c1cccs1,-35,1.4,16,35,1,1,112,1,1,-2
C/C(CC(=O)Nc1cccc(C(F)(F)F)c1)=N\NC(=O)C1CCCCC1,6,0.98,3,-6,0.9,-1,106,1,6,24
CCCOc1ccc2cc(-c3ccccn3)c(=O)oc2c1,123,1.2,-15,-123,0.9,92*,65,0.1,6,0
O=C(Nc1nc2ccccc2[nH]1)c1cccc([N+](=O)[O-])c1,113,/,1,-113,1,22,156*,0.8,-2,3
CCOc1ccc(NC(C)C(=O)N/N=C/c2ccc([N+](=O)[O-])cc2)cc1 (centres undefined),12,1.1,9,-12,0.9,-7,103,1.1,13,-1
CC(C)Cc1c2c([nH]c(=S)c1C#N)CCCC2,16,1.1,-9,-16,0.8,-3,92,1,16,-3

# 16 compounds from above, ordered by molar mass, lowest first.
SMILES,APP 5'UTR act,NF-kB expr up,TLR4 MyD88 comp,APP transl inh,Diaph act CS,FLuc inhib CS,STAT1 activator,FLuc act counter,Diaph inh CS,G6PDH CS
Cc1ccccc1/C=C/c1cc[n+](C)cc1,-10,1.8,-5,10,1,-1,95,1,4,9
CC(C)Cc1c2c([nH]c(=S)c1C#N)CCCC2,16,1.1,-9,-16,0.8,-3,92,1,16,-3
O=C(Nc1nc2ccccc2[nH]1)c1cccc([N+](=O)[O-])c1,113,/,1,-113,1,22,156*,0.8,-2,3
CCOC(=O)c1ccccc1NCN1C(=O)CSC1=O,-17,1.2,-7,17,1,-5,104,1,5,1
Cc1occc1C(=O)Nc1sc2c(c1C(N)=O)CCCCC2,45,2.5,7,-45,0.8,32,106,0.7,18,0
CC(=O)Oc1cccc(N2C(=O)c3ccc(C(=O)O)cc3C2=O)c1,0,1,-4,0,0.9,-5,105,1,11,10
COc1ccc(C2CCCN2C(=O)Nc2ccc(C)c(C)c2)cc1OC (centres undefined),15,1.2,-5,-15,0.8,-6,100,1.1,17,-6
CCOc1ccc(NC(C)C(=O)N/N=C/c2ccc([N+](=O)[O-])cc2)cc1 (centres undefined),12,1.1,9,-12,0.9,-7,103,1.1,13,-1
O=C(Nc1ccccc1)c1sc(N2CCOCC2)nc1-c1ccccc1,-8,1.1,-5,8,0.9,0,99,1,12,-7
C/C(CC(=O)Nc1cccc(C(F)(F)F)c1)=N\NC(=O)C1CCCCC1,6,0.98,3,-6,0.9,-1,106,1,6,24
Cc1ccc(-c2nnc(SCC(=O)CC(=O)Nc3ccccc3)n2C)cc1,4,1.3,6,-4,0.9,-1,102,1,14,-3
COc1cc(NC(=O)c2ccc([N+](=O)[O-])o2)ccc1NC(=O)c1cccs1,-35,1.4,16,35,1,1,112,1,1,-2
COc1cc(OC)c(-c2nc3c[n+](CC(=O)c4ccccc4)ccc3n2C)cc1OC,3,1.3,7,-3,1.1,1,108,1,-5,-7
COc1ccc(-c2nc3ccccc3o2)cc1NC(=O)CSc1ccc(Cl)cc1,21,1.2,-5,-20,0.8,0,92,1,15,-18
CCCCn1c(SCC(=O)NCC2CCCO2)nc2ccc(N3CCOCC3)cc2c1=O (centres undefined),-18,1.3,-12,18,0.8,2,90,1,24,-29
Cc1ccc(C)c(N(C(=O)Cn2nnc(-c3cccs3)n2)C(C(=O)NC2CC2)c2ccc(C)o2)c1 (centres undefined),-1,1.1,-5,1,0.9,-8,105,1.1,9,0

# Continued:
SMILES,APP 5'UTR act,NF-kB expr up,TLR4 MyD88 comp,APP transl inh,Diaph act CS,FLuc inhib CS,STAT1 activator,FLuc act counter,Diaph inh CS,G6PDH CS
N#C/C(=C\c1cc(Cl)ccc1O)C(=O)NC1CCCCC1,5,1.2,2,-5,1,-4,99,1,4,5
O=C(NCCN1CCOCC1)c1ccc2c(c1)N(Cc1ccc(F)cc1)C(=O)CS2,5,1.2,-12,-4,1,-8,98,1.1,1,7
O=C(NCc1ccccc1)C(C(=O)c1ccc(F)cc1)n1ccccc1=O (centres undefined),-6,1.3,6,6,0.9,-4,96,1,11,3
Cc1c(Cl)c([N+](=O)[O-])nn1CCCC(=O)NCCc1ccccc1,-1,1.8,-12,1,1,-7,112,1.1,4,-4
O=C1CCc2ccc(NC(=O)C3CC3)cc2N1,-6,1.1,-1,6,1.1,-2,101,1,-5,2
Cc1nn(C)c(C)c1/C=N/NC(=O)CCn1cc([N+](=O)[O-])cn1,-11,1.3,6,11,1,-5,94,1.1,-1,3
CCOCCCNS(=O)(=O)Cc1ccccc1,4,0.99,11,-4,0.8,3,97,1,20,-14
C=CCn1c(SCCN2CCCCC2)nc2c1c(=O)[nH]c(=O)n2C,4,1,3,-4,0.9,0,100,1,14,4
Cc1c(Cc2c(Cl)cccc2Cl)c(=O)ccn1C(C)c1ccccc1 (centres undefined),7,0.97,7,-7,0.9,-8,82,1.1,10,8
Cc1ccccc1NC(=O)C1CCCN(S(=O)(=O)c2c(C)noc2C)C1 (centres undefined),-9,1.1,9,9,0.9,-7,110,1.1,11,5
CCCC(=O)NNc1c2ccccc2nc2ccccc12,1,1.1,-22,-1,0.9,-1,104,1,10,-2
Cc1ccccc1N1CCN(C2=NC(=O)/C(=C\c3cccs3)S2)CC1,16,0.97,9,-16,0.9,28,104,0.7,11,-9
O=C(Cn1c2[n+](c3ccc(C(F)(F)F)cc31)CCCCC2)c1cccc([N+](=O)[O-])c1,-4,0.89,9,4,0.9,-4,107,1,10,6
N#Cc1nc(-c2cccs2)oc1NCc1ccco1,15,1.7,0,-15,0.8,-2,84,1,17,-5
N#Cc1c(NC(=O)CSc2ccccn2)oc(-c2ccccc2)c1-c1ccccc1,-10,0.97,1,10,0.8,-2,102,1,22,5
CCOC(=O)Cc1csc(NC(=O)COc2ccc(N(C)S(=O)(=O)c3cccs3)cc2)n1,6,0.66,2,-6,0.8,-5,96,1,24,-2
O=S(=O)(c1ccccc1)N1CCN(Cc2cccc(Cl)c2)CC1,5,1.1,9,-5,0.8,-6,95,1.1,17,4
CNc1oc(Cc2ccccc2)nc1S(=O)(=O)c1ccc(Cl)cc1,-1,1,4,1,0.5,-8,94,1.1,54*,3
O=C(Nc1nnc(C2CC2)s1)c1ccncc1,4,1.3,-18,-4,0.9,5,97,0.9,10,13
Cc1ccc(S(=O)(=O)N(CC(=O)NCc2ccco2)Cc2ccccc2F)cc1,9,1.3,1,-9,0.8,-8,107,1.1,18,-22
Brc1ccc2ncc(Br)cc2c1,5,1.2,-7,-5,0.9,-4,105,1,11,-15
CC(C)(C)NC(=O)NC(=O)CSc1nnc2ccccn12,4,1.1,8,-4,0.9,-2,98,1,12,8
Cc1ccc(OCC(=O)NC(=S)Nc2cccc(C)n2)cc1,16,1.1,-8,-16,1,-5,102,1.1,4,5
CCCCN1C(=O)C(CC(=O)NCC)SC1=Nc1ccccc1 (centres undefined),-15,1.2,-5,15,0.8,-6,102,1.1,21,1
Cc1cc(Cl)ccc1C(=O)C1CCCN(C(=O)c2n[nH]c3c2CCCC3)C1 (centres undefined),9,/,-7,-9,0.8,-5,99,1.1,22,7
Cc1ccc(S(=O)(=O)Nc2nc(C)c(NC(=O)OCCCl)s2)cc1,-6,1.1,8,6,1,-1,108,1,0,1
O=C(Cc1cccs1)Nc1nncs1,3,1.1,-1,-3,0.9,-10,101,1.1,9,-4
O=[N+]([O-])c1ccc(-c2ccc(S(=O)(=O)NCCN3CCCC3)cc2)cc1,21,0.87,-3,-21,1,-4,74,1,0,2
O=C(c1ccc(N2CCCC2=O)cc1)N1CCN(c2ccccc2)CC1,3,1,1,-3,1,-9,99,1.1,3,3
CC1(C)CC(=O)C(C=NCCN2CCN(C(=O)C34CC5CC(CC(C5)C3)C4)CC2)=C(O)C1,/,/,/,/,1.1,-4,/,1,-7,2
O=C(NNc1ccccn1)c1ccccc1CC[N+](=O)[O-],23,1.5,-5,-23,0.9,-8,98,1.1,14,2
C=CCn1c(SCc2nc3c(c(=O)[nH]c(=O)n3CCCC)n2CCC)nnc1-c1ccccc1,12,0.64,-1,-12,0.8,-2,97,1,16,-4

# Compound activity from PubChem BioAssay.
